EBI2 block: EBI2 receptor antagonists, beta-arrestin recruitment, primary screen, cell-based, luminescence, 7a,25-OHC stimulation, uHTS; inhibition, % at 5 µM; actives 0.81% (n = 360,000); G-protein coupled receptor 183 (Homo sapiens), P32249; 7a,25-OHC stimulated; in the data active means inhibition above about 38%;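 further: enzyme fragment complementation signal reports receptor beta-arrestin coupling in cells; 0% = agonist plus DMSO wells and 100% = wells without agonist; some results beyond the cut were filed as inactive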
Target sequence (P32249 whole entry, looked up, the tested form may be a part): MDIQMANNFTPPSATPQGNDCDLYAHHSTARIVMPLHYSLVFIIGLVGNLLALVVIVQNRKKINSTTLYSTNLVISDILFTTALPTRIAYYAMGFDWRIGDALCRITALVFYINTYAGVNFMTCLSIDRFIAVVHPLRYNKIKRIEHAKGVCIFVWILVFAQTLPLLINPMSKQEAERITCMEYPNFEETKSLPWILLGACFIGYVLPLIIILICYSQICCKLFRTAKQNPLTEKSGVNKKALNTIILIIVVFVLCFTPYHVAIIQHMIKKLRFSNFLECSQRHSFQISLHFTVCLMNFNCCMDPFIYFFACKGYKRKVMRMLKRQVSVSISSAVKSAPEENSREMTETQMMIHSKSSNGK
CXCR6 inh: CXCR6 receptor inhibitors, primary screen, cell-based, beta-arrestin, luminescence, CHO-K1 PathHunter, 1536-well. C-X-C chemokine receptor type 6 (Homo sapiens), O00574. inhibition, % at 20 µM. actives 0.36% (n = 360,000). AID 602244, 2012; in the data active means inhibition above about 34%, passing the limit was not always enough;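 further: antagonist mode with CXCL16 agonist at 10 nM final; 0% = 10 nM CXCL16 with DMSO and 100% = unstimulated wells without agonist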
Numbers without * were called inactive. The list is partial; count on the stated rates, not on these rows.

(1) c1coc(CN2Cc3ccccc3-n3nncc3C2)c1
  EBI2 block: -7
  CXCR6 inh: -7

(2) C[C@H]1CN([C@@H](C)CO)C(=O)CCCn2nncc2CO[C@H]1CN(C)C(=O)Oc1ccccc1
  EBI2 block: -2
  CXCR6 inh: 3

(3) CCCCn1nnnc1C(C1CC1)N1CCC2(CC1)C(=O)NCN2c1ccccc1 (stereo not given)
  EBI2 block: 5
  CXCR6 inh: 10

(4) CCCCn1nnnc1C(CCSC)N1CCC2(CC1)C(=O)NCN2c1ccccc1 (stereo not given)
  EBI2 block: 8
  CXCR6 inh: 4

(5) O=C(NCC1=C(c2ccc3ccccc3c2)C[C@@H]2CC[C@H]1N2Cc1ccco1)c1ccncc1
  EBI2 block: 12
  CXCR6 inh: -1

(6) C[C@H](CO)N1C[C@H](C)[C@@H](CN(C)C(=O)Oc2cccc3ccccc23)OCc2cn(nn2)CCCC1=O
  EBI2 block: -3
  CXCR6 inh: -9

(7) CC(C)(C)n1nnnc1C(c1cccc2ccccc12)N1CCC2(CC1)C(=O)NCN2c1ccccc1 (stereo not given)
  EBI2 block: 3
  CXCR6 inh: 2

(8) CCOC(=O)c1cccc(C2=C(CNC(C)=O)[C@H]3CC[C@@H](C2)N3Cc2ccccc2)c1
  EBI2 block: 0
  CXCR6 inh: 1

(9) O=C1NCN(c2ccccc2)C12CCN(C(c1ccccc1OC(F)(F)F)c1nnnn1-c1ccc3c(c1)OCCO3)CC2 (stereo not given)
  EBI2 block: 7
  CXCR6 inh: 0

(10) COc1ccc(C(c2nnnn2-c2c(C)cccc2C)N2CCC(n3c(=O)[nH]c4ccccc43)CC2)cc1 (stereo not given)
  EBI2 block: 17
  CXCR6 inh: 12

(11) O=C1NCN(c2ccccc2)C12CCN(C(c1cccc3ccccc13)c1nnnn1C1CCCC1)CC2 (stereo not given)
  EBI2 block: -25
  CXCR6 inh: -1

(12) CCOC(=O)[C@]12Cc3ccc(C)cc3[C@H]1N(C1CCCCC1)C(=O)c1cc(OC)ccc12
  EBI2 block: 52*
  CXCR6 inh: 28

(13) Cc1ccc(-n2c(=S)[nH]c3ccccc3c2=O)cc1C
  EBI2 block: -1
  CXCR6 inh: 8

(14) O=c1[nH]c2ccccc2n1C1CCN(C(c2cc3ccccc3o2)c2nnnn2-c2ccc3c(c2)OCCO3)CC1 (stereo not given)
  EBI2 block: -24
  CXCR6 inh: -4

(15) C[C@@H]1CN([C@@H](C)CO)C(=O)CCCn2cc(nn2)CO[C@H]1CN(C)C(=O)Oc1ccc2ccccc2c1
  EBI2 block: -5
  CXCR6 inh: -5

(16) Cc1ccc(S(=O)(=O)N2Cc3cc(-c4ccccc4)ccc3-n3nncc3C2)cc1
  EBI2 block: 31
  CXCR6 inh: -7

3 entries already listed, arranged by heavy-atom count, falling:
(5) O=C(NCC1=C(c2ccc3ccccc3c2)C[C@@H]2CC[C@H]1N2Cc1ccco1)c1ccncc1
  EBI2 block: 12
  CXCR6 inh: -1

(3) CCCCn1nnnc1C(C1CC1)N1CCC2(CC1)C(=O)NCN2c1ccccc1 (stereo not given)
  EBI2 block: 5
  CXCR6 inh: 10

(13) Cc1ccc(-n2c(=S)[nH]c3ccccc3c2=O)cc1C
  EBI2 block: -1
  CXCR6 inh: 8

In a second layout: results already given
Under each structure – EBI2 block	CXCR6 inh
10. COc1ccc(C(c2nnnn2-c2c(C)cccc2C)N2CCC(n3c(=O)[nH]c4ccccc43)CC2)cc1 (stereo not given)
→ 17	12
11. O=C1NCN(c2ccccc2)C12CCN(C(c1cccc3ccccc13)c1nnnn1C1CCCC1)CC2 (stereo not given)
→ -25	-1
12. CCOC(=O)[C@]12Cc3ccc(C)cc3[C@H]1N(C1CCCCC1)C(=O)c1cc(OC)ccc12
→ 52*	28
13. Cc1ccc(-n2c(=S)[nH]c3ccccc3c2=O)cc1C
→ -1	8
